C diff growth: C. difficile growth inhibitors, primary screen, HTS; growth activity, negative = inhibition, % at 16 µg/mL (by protocol); Clostridium difficile clinical isolate growth, OD600, 24 h; stronger effect = lower value; AID 1259249, 2017; hit rate 0.25% among 86,000;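 active means mean growth activity at or below -80% and every replicate also at or below -80%; inconclusive means mean at or below -80% but some replicate above -80%; inactive means mean growth activity above -80%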;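 further: 0% = DMSO wells and -100% = levofloxacin 16 µg/mL wells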
KDM4C inh: inhibitors of GASC-1 (KDM4C) histone demethylase, primary screen, biochemical, single concentration HTS | GST-KDM4C 2-372, H3K9me3 peptide, LANCE TR-FRET | Lysine-specific demethylase 4C (Homo sapiens), Q9H3R0 | inhibition, % at 12.5 µM | hit rate 0.15% among 96,000;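 active means mean replicate inhibition above about 25%, with at least 55% of replicates also reaching it, limit read from the data, passing the limit was not always enough; inconclusive means only one of those two conditions met; inactive means neither condition met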
Target sequence (Q9H3R0 2-372 limits assumed): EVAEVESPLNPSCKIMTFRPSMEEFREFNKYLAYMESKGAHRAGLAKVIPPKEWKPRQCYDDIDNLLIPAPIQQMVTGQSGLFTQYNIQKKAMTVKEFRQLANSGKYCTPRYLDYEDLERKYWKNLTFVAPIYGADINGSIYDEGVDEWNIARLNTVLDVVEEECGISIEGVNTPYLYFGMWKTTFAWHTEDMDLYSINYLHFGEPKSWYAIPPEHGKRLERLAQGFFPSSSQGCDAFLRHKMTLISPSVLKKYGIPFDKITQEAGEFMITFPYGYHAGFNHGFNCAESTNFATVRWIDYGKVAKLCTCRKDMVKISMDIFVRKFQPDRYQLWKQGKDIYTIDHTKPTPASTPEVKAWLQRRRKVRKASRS
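Compound: one test concentration per compound; Material: GST-GASC-1 enzyme fragment 2-372; Amount: GASC-1 enzyme at 10 nM final in reaction; Also added: H3K9me3 peptide substrate, Fe(II), 2-oxoglutarate; Technique: LANCE TR-FRET; Times: 30 min demethylation and 1 h detection at room temperature.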
Tcruzi prolif: T. cruzi intracellular proliferation inhibitors, primary screen, cell-based, beta-gal Tulahuen parasites, NIH3T3 host, luminescence; T. cruzi beta-gal in NIH3T3, GalScreen luminescence, 90 h; inhibition, % at 8.34 µM; hit rate 5.9% among 77,000;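 active means mean inhibition above about 93%, with at least 55% of replicates each passing it, limit read from the data, passing the limit was not always enough; inconclusive means only one of those two conditions holds; inactive means neither condition holds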
Pf Dd2 growth: P. falciparum Dd2 growth inhibitors, primary screen, SYBR Green fluorescence, single dose replicates; hit rate 2.3% among 94,000; activity change, % at 10 µM; 72 h; stronger effect = lower value; AID 1159554, 2015; in the data active means activity change below about -80%; inconclusive means no clear call, values can overlap the other calls
Starred values were filed as active, the others as inactive; & = joins results of further samples. Compounds were not picked by outcome; 6.7% or so of the library scored in one or more.

`COc1ccc(S(=O)(=O)Nc2ccc3c(c2)C(=O)N([C@@H](C)CO)C[C@H](C)[C@@H](CN(C)CC2CCCCC2)O3)cc1` gave C diff growth 6.2, KDM4C inh 1.0, Tcruzi prolif 32.0 and Pf Dd2 growth -5.8.
For COc1ccc(S(=O)(=O)N2C[C@H](O)COC[C@H]3O[C@H](CC(=O)N[C@@H]4CCN(Cc5ccccc5)C4)CC[C@@H]32)cc1 the results were C diff growth 0.6&-11.9, KDM4C inh -0.2 and Tcruzi prolif 84.7.
Screening C[C@@H](NC(=O)C[C@@H]1CC[C@H]2[C@@H](COC[C@H](O)CN2Cc2cc(F)ccc2F)O1)c1ccccc1 returned C diff growth 0.7&-4.3, KDM4C inh -2.5, Tcruzi prolif -77.8 and Pf Dd2 growth -21.7.
For CO[C@H]1CN(C)C(=O)c2ccc(NC(C)=O)cc2OC[C@@H](C)N(Cc2cncnc2)C[C@H]1C the results were KDM4C inh 1.4, Tcruzi prolif -8.3 and Pf Dd2 growth -8.4.
`O=C(CCN1CCCCC1)NCC[C@@H]1CC[C@@H](NC(=O)C2CCOCC2)[C@H](CO)O1` gave C diff growth -4.1, KDM4C inh 0.3, Tcruzi prolif -55.8 and Pf Dd2 growth 22.3.
`CCNC(=O)C[C@H]1CC[C@H]2[C@H](COc3ccc(NC(=O)Nc4cccc(OC)c4)cc3C(=O)N2C)O1` gave C diff growth 0.7, KDM4C inh 2.4, Tcruzi prolif 10.4 and Pf Dd2 growth 26.4.
Screening CCCN1C[C@H](C)[C@H](OC)CN(C)C(=O)c2cc(NC(=O)CC(F)(F)F)ccc2OC[C@@H]1C returned C diff growth 6.2, KDM4C inh 0.9 and Pf Dd2 growth 73.3.
CCCNC(=O)C[C@H]1CC[C@H]2[C@H](COc3ccc(NC(=O)COC)cc3C(=O)N2C)O1 was read as C diff growth -0.4, KDM4C inh -3.4, Tcruzi prolif -3.7 and Pf Dd2 growth 0.7.
`CCCC#Cc1ccc2c(c1)O[C@H](CN(C)C(=O)Nc1ccc(OC)cc1)[C@H](C)CN([C@H](C)CO)S2(=O)=O` gave KDM4C inh -0.3, Tcruzi prolif 82.5 and Pf Dd2 growth -87.2*.
For C[C@H](CO)N1C[C@H](C)[C@H](CN(C)C(=O)c2cccc(F)c2)Oc2ncc(C#CCN(C)C)cc2C1=O the results were C diff growth -1.2, KDM4C inh 3.3, Tcruzi prolif -3.6 and Pf Dd2 growth 46.2.
Screening O=C(C1CCCCC1)N1CC2(C1)[C@H](c1ccccc1)[C@H](CO)N2C(=O)c1cccnc1 returned C diff growth -6.1, KDM4C inh -0.9 and Pf Dd2 growth -17.4.
For COc1ccccc1C(=O)Nc1ccc2c(c1)C(=O)N(C)[C@@H]1CC[C@@H](CC(=O)NCc3ccc(Cl)c(Cl)c3)O[C@@H]1CO2 the results were C diff growth 12.9, KDM4C inh -2.4, Tcruzi prolif 88.2 and Pf Dd2 growth -50.1.

The last 2 compounds of the section before open the next one:
Screening O=C(C1CCCCC1)N1CC2(C1)[C@H](c1ccccc1)[C@H](CO)N2C(=O)c1cccnc1 returned C diff growth -6.1, KDM4C inh -0.9 and Pf Dd2 growth -17.4.
For COc1ccccc1C(=O)Nc1ccc2c(c1)C(=O)N(C)[C@@H]1CC[C@@H](CC(=O)NCc3ccc(Cl)c(Cl)c3)O[C@@H]1CO2 the results were C diff growth 12.9, KDM4C inh -2.4, Tcruzi prolif 88.2 and Pf Dd2 growth -50.1.
Screening O=C(O)C[C@H]1CC[C@H](NC(=O)Nc2cc(F)ccc2F)[C@H](CO)O1 returned C diff growth 2.2, KDM4C inh 2.2 and Pf Dd2 growth -9.6.
Screening C[C@H](CO)N1C[C@H](C)[C@H](CN(C)Cc2ccncc2)Oc2ncc(-c3cccc(C#N)c3)cc2C1=O returned C diff growth 2.7, KDM4C inh -1.3, Tcruzi prolif 8.3 and Pf Dd2 growth 14.0.
For C[C@H]1CN([C@@H](C)CO)S(=O)(=O)c2ccc(C#Cc3ccc(F)cc3)cc2O[C@H]1CN(C)C the results were C diff growth 2.5, KDM4C inh -3.5, Tcruzi prolif 12.2 and Pf Dd2 growth -46.9.
`COc1ccc2c3c([nH]c2c1)[C@@H](CO)NCC31CN(Cc2ccccc2F)C1` gave C diff growth 12.4, KDM4C inh 1.1 and Pf Dd2 growth -70.5.
`CC(C)C#Cc1cnc2c(c1)C(=O)N([C@H](C)CO)C[C@H](C)[C@H](CN(C)Cc1cccc(F)c1)O2` gave C diff growth 2.5, Tcruzi prolif 51.7 and Pf Dd2 growth -20.3.
CCCN1C[C@H](C)[C@@H](OC)CN(C)C(=O)c2ccc(NC(=O)Nc3ccccc3F)cc2OC[C@H]1C was read as KDM4C inh 0.3, Tcruzi prolif -24.5 and Pf Dd2 growth -72.9.
Screening Fc1cccc(-c2ccc(C3[C@H]4CNC[C@@H]3N4CC3CCOCC3)cc2)c1 (stereo partly specified) returned C diff growth -1.3, KDM4C inh -0.8 and Pf Dd2 growth -18.5.
Screening O=C(C[C@H]1CC[C@@H](NC(=O)c2cccnc2)[C@H](CO)O1)NCCN1CCCCC1 returned C diff growth -3.7, KDM4C inh 0.4 and Pf Dd2 growth -32.9.
`Cc1noc(C)c1NC(=O)N(C)C[C@@H]1OCCCC[C@@H](C)Oc2ccc(NC(=O)Nc3ccccc3)cc2C(=O)N([C@H](C)CO)C[C@H]1C` gave C diff growth -0.5, KDM4C inh -0.4, Tcruzi prolif -22.0 and Pf Dd2 growth 5.6.
`Cc1cccc(-c2ccc([C@H]3[C@@H](CO)N4C(=O)CN(C(=O)Cc5ccccn5)C[C@@H]34)cc2)c1` gave C diff growth 1.5, KDM4C inh -1.4 and Pf Dd2 growth -2.5.
Screening COc1ccc(CN(C)C[C@@H]2Oc3c(NC(=O)Nc4c(C)noc4C)cccc3C(=O)N([C@H](C)CO)C[C@H]2C)cc1 returned C diff growth -1.4, KDM4C inh 0.1, Tcruzi prolif 45.3 and Pf Dd2 growth -13.4.
For C/C=C/c1cnc2c(c1)C(=O)N([C@H](C)CO)C[C@H](C)[C@@H](CN(C)C(=O)CN1CCOCC1)O2 the results were C diff growth -0.1, Tcruzi prolif 62.2 and Pf Dd2 growth -8.6.
For CC(C)NC(=O)Nc1ccc2c(c1)C(=O)N([C@@H](C)CO)C[C@H](C)[C@@H](CN(C)CC1CC1)OCCCC[C@H](C)O2 the results were KDM4C inh 2.6 and Tcruzi prolif -15.0.
For COc1ccc(NC(=O)N[C@H]2CC[C@H](CCNC(=O)c3cc(Cl)cc(Cl)c3)O[C@H]2CO)cc1 the results were KDM4C inh 0.5, Tcruzi prolif -5.0 and Pf Dd2 growth 9.5.
O=C(NC1CCCC1)N1CCCCN2[C@H](CO)[C@@H](c3ccc(-c4cccnc4)cc3)[C@@H]2C1 was read as C diff growth 7.8, KDM4C inh -0.9, Tcruzi prolif 59.3 and Pf Dd2 growth -38.6.
Screening CC(C)NC(=O)N(C)C[C@H]1Oc2ncc(C#CCc3ccccc3)cc2C(=O)N([C@@H](C)CO)C[C@H]1C returned C diff growth 2.2, KDM4C inh 3.7, Tcruzi prolif 26.4 and Pf Dd2 growth -35.5.
CCCN(C)C[C@H]1Oc2cc(C#Cc3ccccc3F)ccc2S(=O)(=O)N([C@H](C)CO)C[C@H]1C was read as C diff growth 10.4, KDM4C inh -1.9, Tcruzi prolif 80.2 and Pf Dd2 growth -74.1.
`C[C@H](CO)N1C[C@H](C)[C@@H](CN(C)Cc2ccc(C(=O)O)cc2)Oc2ccc(NS(C)(=O)=O)cc2C1=O` gave Tcruzi prolif -102.7 and Pf Dd2 growth 38.0.
Screening C[C@@H]1CN([C@H](C)CO)S(=O)(=O)c2ccc(C#CC(C)(C)O)cc2O[C@@H]1CN(C)CC1CC1 returned C diff growth 0.9, KDM4C inh 0.5 and Pf Dd2 growth 17.1.
For C[C@H]1CN([C@@H](C)CO)C(=O)c2cccc(NC(=O)c3nc4ccccc4s3)c2O[C@H]1CN(C)Cc1ccc(C(=O)O)cc1 the results were C diff growth -2.1, KDM4C inh -1.0, Tcruzi prolif 3.0 and Pf Dd2 growth -15.1.
For COC(=O)C[C@H]1CC[C@H]2[C@@H](COc3ccc(NS(C)(=O)=O)cc3C(=O)N2C)O1 the results were C diff growth -2.8, KDM4C inh -0.5 and Pf Dd2 growth 27.3.
`CN1c2ccc(-c3ccccc3)cc2[C@H]2[C@H](CCN2C(=O)Cc2ccccn2)[C@H]1CO` gave C diff growth -0.5, KDM4C inh 5.6, Tcruzi prolif inconclusive and Pf Dd2 growth -18.3.
For C[C@H](CO)N1C[C@H](C)[C@H](CN(C)Cc2ccc(C(F)(F)F)cc2)OCc2cn(nn2)CCCC1=O the results were C diff growth 9.0, KDM4C inh 1.4, Tcruzi prolif inconclusive and Pf Dd2 growth -17.4.
`COc1ccccc1S(=O)(=O)Nc1ccc2c(c1)OC[C@H](C)NC[C@@H](C)[C@@H](OC)CN(C)C2=O` gave KDM4C inh -1.9, Tcruzi prolif -17.7 and Pf Dd2 growth 19.1.
Cc1noc(C)c1S(=O)(=O)N(C)C[C@H]1OCCCC[C@H](C)Oc2ccc(NC(=O)Cc3ccccc3)cc2C(=O)N([C@@H](C)CO)C[C@H]1C was read as C diff growth -1.0, KDM4C inh -0.4, Tcruzi prolif 27.2 and Pf Dd2 growth -62.3.
`CN(C)CC#Cc1ccc([C@@H]2[C@@H](CO)N3C(=O)CN(C(=O)Cc4cccnc4)C[C@H]23)cc1` gave C diff growth 3.0, KDM4C inh 1.6 and Pf Dd2 growth 46.9.
CN(C)C(=O)[C@@H]1[C@@H](CO)[C@@H]2Cn3c(cccc3=O)[C@H]1N2CC1CCCCC1 was read as C diff growth -2.2, KDM4C inh -1.8, Tcruzi prolif 68.6 and Pf Dd2 growth 8.6.
Screening CC(C)CC#Cc1ccc([C@@H]2[C@H](CO)N3C(=O)CN(C(=O)Nc4ccc(F)cc4)C[C@@H]23)cc1 returned C diff growth 5.9, KDM4C inh 0.5 and Pf Dd2 growth -4.6.
`O=C(Cc1ccncc1)Nc1ccc2c(c1)[C@H]1C[C@@H](CC(=O)N3CCCCC3)O[C@@H](CO)[C@H]1O2` gave C diff growth 0.3, KDM4C inh -3.7, Tcruzi prolif 11.6 and Pf Dd2 growth 15.7.
`CCC(=O)N(C)C[C@@H]1Oc2cc(-c3ccc(C#N)cc3)ccc2S(=O)(=O)N([C@H](C)CO)C[C@H]1C` gave C diff growth -6.8, KDM4C inh -1.8, Tcruzi prolif 48.5 and Pf Dd2 growth -7.4.
Screening Cc1ccccc1S(=O)(=O)NCC[C@H]1CC[C@@H](NS(=O)(=O)c2ccccc2C)[C@H](CO)O1 returned KDM4C inh 0.3, Tcruzi prolif -49.5 and Pf Dd2 growth -19.1.
C[C@H](CO)N1C[C@H](C)[C@@H](CN(C)Cc2ccncc2)Oc2ccc(NC(=O)Cn3cnnn3)cc2C1=O was read as C diff growth 1.5, KDM4C inh -0.9, Tcruzi prolif 19.5 and Pf Dd2 growth 14.9.
Screening O=C(CN1CCOCC1)N[C@@H]1CC[C@@H](CCNC(=O)C2CCCC2)O[C@@H]1CO returned C diff growth -0.3, KDM4C inh 0.1 and Pf Dd2 growth -4.2.
`O=C(CN1CCOCC1)N1C[C@@H]2N[C@H](C1)C2c1ccc(/C=C/c2ccccc2)cc1` (stereo partly specified) gave C diff growth -12.3&-5.7, KDM4C inh -2.9&-1.5 and Pf Dd2 growth -39.4&-11.9.
O=C(C[C@H]1C=C[C@@H](NC(=O)c2ccc(F)cc2)[C@@H](CO)O1)NCCc1ccccc1 was read as C diff growth 1.3, KDM4C inh -1.9, Tcruzi prolif 3.6 and Pf Dd2 growth 2.4.
`C[C@@H]1CN([C@@H](C)CO)C(=O)c2cccc(NC(=O)c3nc4ccccc4s3)c2O[C@@H]1CN(C)S(C)(=O)=O` gave C diff growth -8.4, KDM4C inh 0.4, Tcruzi prolif 29.9 and Pf Dd2 growth -8.8.
Screening C[C@H](CO)N1C[C@H](C)[C@@H](CN(C)C(=O)CCC(F)(F)F)OCc2cnnn2CCCC1=O returned C diff growth -4.4, KDM4C inh 2.0, Tcruzi prolif 2.4&-2.8 and Pf Dd2 growth 13.3&4.8.
`C[C@@H]1CN([C@@H](C)CO)C(=O)Cc2cc(NC(=O)Cn3cnnn3)ccc2O[C@H]1CN(C)S(=O)(=O)c1cccs1` gave C diff growth -6.5, KDM4C inh 0.3, Tcruzi prolif 31.4 and Pf Dd2 growth -8.4.

Bioassay records from PubChem.
